From PubChem
ST2 inh: inhibitors of human ST2 (IL1RL1) binding to IL-33, primary screen, biochemical, AlphaLISA; Interleukin-1 receptor-like 1 (Homo sapiens), Q01638; AlphaLISA ST2-Fc/biotin-IL-33 interaction, 1 h; inhibition, % for hits at 17 µM; hit rate 2.3% among 78,000; AID 1259354, 2018; in the data active = inhibition above about 30%; inconclusive = mostly about 10% to 28%
Target sequence (Q01638 whole entry, looked up): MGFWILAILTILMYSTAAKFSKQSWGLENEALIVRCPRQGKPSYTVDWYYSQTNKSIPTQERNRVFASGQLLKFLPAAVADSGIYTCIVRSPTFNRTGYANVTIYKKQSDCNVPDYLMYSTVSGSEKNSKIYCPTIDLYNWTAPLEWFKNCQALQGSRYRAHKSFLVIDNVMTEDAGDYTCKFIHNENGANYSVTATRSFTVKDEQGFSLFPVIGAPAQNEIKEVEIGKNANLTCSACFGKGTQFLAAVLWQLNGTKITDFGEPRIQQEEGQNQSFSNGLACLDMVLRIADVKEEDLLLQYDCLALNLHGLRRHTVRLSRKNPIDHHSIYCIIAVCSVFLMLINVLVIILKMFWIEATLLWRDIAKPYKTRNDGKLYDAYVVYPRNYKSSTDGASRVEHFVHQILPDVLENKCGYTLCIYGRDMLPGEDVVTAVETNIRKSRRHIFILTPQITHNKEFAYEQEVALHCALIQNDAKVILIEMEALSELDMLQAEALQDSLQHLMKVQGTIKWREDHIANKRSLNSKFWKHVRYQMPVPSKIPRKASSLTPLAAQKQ
* = called active by the depositor; i = inactive; ? = inconclusive. An excerpt, so the mix of outcomes need not match the whole.

SMILES | ST2 inh
O=c1c2oc3ccccc3c2ncn1Cc1ccccc1 | ?
COc1cc(NC(=O)c2cc3cc4ccc(C)cc4nc3s2)cc(OC)c1OC | ?
COc1ccc(CNC(=O)c2ccc3c(c2)NC(=O)C2CCCCN32)cc1 (stereo not given) | i
Cc1nc(N2CCOCC2)c2c(C)c(C(=O)Nc3ccc4c(c3)OCO4)sc2n1 | ?
Cc1cc(-c2ccc(S(=O)(=O)Nc3ccc(S(N)(=O)=O)cc3)s2)n[nH]1 | i
O=C(C1CC1)N1CCc2cc(Br)cc(S(=O)(=O)N3CCCc4ccccc43)c21 | i
Cc1cc([N+](=O)[O-])nn1CCCC(=O)Nc1c(C)n(C)n(-c2ccccc2)c1=O | i
Clc1cc(Br)ccc1OCCCN1CCOCC1 | i
CCCCOc1ccc(C(=O)N=c2sc(C(=O)OCC)c(C)n2C)cc1 | i
O=C(NCCc1nc2ccccc2[nH]1)c1ccc(Cl)cc1 | i
CCn1c2ccccc2c2cc(CN3CCc4nnc(C(C)NC(=O)C5CC5)n4CC3)ccc21 (stereo not given) | i
CN1CCC(C)(CNC(=O)CCc2nc3ccccc3[nH]c2=O)C1 (stereo not given) | i
CCCn1c(CCCNC(=O)C(C)(C)C)nc2ccccc21 | i
Cc1ccsc1-c1cn(C(Cn2ccnc2)c2ccccc2)nn1 (stereo not given) | ?
CC(=O)NC1=NC(=O)/C(=C\c2ccccc2OCc2ccc(Cl)cc2Cl)S1 | ?
Cc1cnc(C(=O)N2CCC(O)(CN(C)C)C2)cn1 (stereo not given) | ?
O=C(Nc1cccc2ccccc12)N[C@H]1CO[C@H]2[C@@H]1OC[C@@H]2n1nnnc1Oc1ccc2c(c1)OCO2 | i
CC[C@H](C)/C=C(C)/C=C/C1=CC2=CC(=O)[C@]3(C)OC(=O)[C@@H](C(C)=O)[C@@H]3C2=CO1 | ?
CC1(C)CC(=O)C2=C(C1)Nc1ccc(C(=O)c3ccccc3)cc1NC2c1ccc(F)cc1 (stereo not given) | ?
CN(C)c1nc(-c2ccccc2)nc2c1CCN(C(=O)[C@H](O)c1ccccc1)C2 | i
COc1ccc(OC)c(S(=O)(=O)Nc2cccc(Br)c2)c1 | i
Cc1cc(N2CCC3(CC2)OCCO3)n2nc(C)c(-c3ccc(Cl)cc3)c2n1 | i
Fc1ccc(-c2nc3cnccn3c2NC2CCCC2)cc1 | i
Cc1cc2c(Nc3ccccc3C)ncnc2s1 | ?
COc1cc(NC(=O)c2ccc(C)cc2Cl)ccc1NC(=O)c1cc2ccccc2o1 | i

Part of the list above in order of molecular weight, smallest number first:
SMILES | ST2 inh
Cc1cc(-c2ccc(S(=O)(=O)Nc3ccc(S(N)(=O)=O)cc3)s2)n[nH]1 | i
Cc1cc(N2CCC3(CC2)OCCO3)n2nc(C)c(-c3ccc(Cl)cc3)c2n1 | i
O=C(C1CC1)N1CCc2cc(Br)cc(S(=O)(=O)N3CCCc4ccccc43)c21 | i

The list continues:
SMILES | ST2 inh
Cn1c(C(=O)N2CCOCC2)cc2c(=O)n3ccccc3nc21 | i
COc1cc(C(=O)NCC(C)NC(=O)c2cc(OC)c(OC)c(OC)c2)cc(OC)c1OC (stereo not given) | i
O=C1CC(c2ccc(O)cc2)Oc2cc(O)cc(O[C@@H]3O[C@H](CO)[C@@H](O)[C@H](O)[C@H]3O)c21 (stereo not given in full) | i
O=C(c1cc(CN2CCC(O)CC2)on1)N1CC=C(c2ccccc2)CC1 | i
Cc1ccccc1CCC1CCCN(C(=O)CCN2CCCC2=O)C1 (stereo not given) | i
CCCCOc1ccc(C(=O)Nc2c3c(nn2C(C)(C)C)CS(=O)C3)cc1 (stereo not given) | i
CC(=O)Nc1cc2c(cc1C(=O)c1ccccc1)OCCO2 | i
CC(C)C(C(=O)O)N1C(=O)C2C3C=CC(C4CC34)C2C1=O (stereo not given) | i
CCCCCOc1ccc(/C=c2\sc3nc(-c4cccnc4)nn3c2=O)cc1 | i
CCOc1ccc(NC(=O)CN(c2ccccc2F)S(=O)(=O)c2ccccc2)cc1 | i
COc1ccc(S(=O)(=O)n2c(C)nc3ccccc32)cc1C | i
CCOc1ccc(C2C(C(=O)Nc3ccc(C)cn3)=C(C)NC3=C2C(=O)CC(C)(C)C3)cc1 (stereo not given) | i
COc1ccc2c(c1)OC(C)CN(CCC(=O)N1CCc3[nH]c4ccc(OC)cc4c3C1)C2 (stereo not given) | i
O=C(CSc1nc2c(c(=O)n1-c1ccc(F)cc1)SCC2)N1CCCCC1 | i
CCN(CC)c1ccc(C2C(C#N)=C(N)Oc3n[nH]c(C)c32)cc1 (stereo not given) | i
CCN(CC)c1ccc(C2C(C(=O)OC(C)C)=C(C)NC3=C2C(=O)C(C(=O)OC)C(C)C3)cc1 (stereo not given) | ?
Cn1c(=O)n(Cc2ccccc2)c(=O)c2c1nc(Cl)n2Cc1ccccc1 | i
Cc1c(C=O)c2cc([N+](=O)[O-])ccc2n1C | ?
CCNC(=O)[C@@H]1C[C@H](N)CN1C(=O)c1ccc(C(C)C)n(C)c1=O | i
Cc1ccc(NC(=O)c2ccccc2Br)cc1C | i
O=C(c1cc2ccccc2o1)N1CCN(c2ccc([N+](=O)[O-])c(N3CCOCC3)c2)CC1 | i
CCCCC(=O)Nc1ccc(Nc2nc(C)cc(Nc3ccccc3)n2)cc1 | ?
CCOc1ccc(S(=O)(=O)NCc2nc3cccnc3n2Cc2ccccc2)cc1 | i
CCN(CC)CCNC(=O)C1CCN(Cc2sccc2C)CC1 | i
CCOC(=O)c1c[nH]c2c(C)c(Cl)ccc2c1=O | i

(cont.)
SMILES | ST2 inh
CC1CC(C)CN(C(=O)CNS(=O)(=O)c2cccs2)C1 (stereo not given) | i
CCC1CCC(NCC(C)(C)CN(C)C)CC1 (stereo not given) | i
CCCCN(CCCNc1ncnc2nc[nH]c12)c1ccccc1 | i
COC(=O)c1ccccc1C(=O)N1CCCC(Nc2ccc(C)c(C)c2)C1 (stereo not given) | i
Cc1ccccc1OCC1CN(CN2CCC(C)CC2)C(=O)O1 (stereo not given) | ?
CCC1(C)CC(=O)N(c2cccc(C(=O)O)c2)C1=O (stereo not given) | i
COc1nccc(NCc2ccccc2)c1C#N | i
CCCOc1ccc(C(O)=C2C(=O)C(=O)N(CCCn3ccnc3)C2c2ccccc2OC)cc1 (stereo not given) | i
CCOc1ccccc1CNS(=O)(=O)c1ccc2c(c1)NC(=O)CC(=O)N2 | i
COc1ccc(-c2nc3c(n2O)CCc2nonc2-3)cc1 | i
CCC(=O)N1c2ccccc2-c2nnc(SC)nc2OC1c1c(OC)cc(OC)cc1OC (stereo not given) | ?
COCc1noc(-c2ccc(N3CCCOCC3)nc2)n1 | i
CN(C)c1ccc(C(=O)Nc2nc3c(ccc4ccccc43)s2)cc1 | i
COCc1nnc(NC(=O)c2ccccc2Br)s1 | i
COc1ccc2c(c1)CC(C(=O)NCCc1ccc(S(N)(=O)=O)cc1)CO2 (stereo not given) | i
Clc1cccc(N2CCN(Cc3cccs3)CC2)c1 | ?
CC(=O)Nc1nc2ccccc2n1CCCN(C)C | i
COc1cc(-c2nc(N3CCC(C)CC3)c3ccccc3n2)cc(OC)c1OC | i
CCOc1ccc2nc(N3CCCC(C(=O)N4CCN(c5ccccc5OC)CC4)C3)nc(C)c2c1 (stereo not given) | i
COCCCNS(=O)(=O)c1cc(Br)cc2c1N(C(=O)C1CC1)CC2 | i
Cc1ccsc1-c1nc(CN2CCc3c(nc(CC4CC4)[nH]c3=O)C2)c(C)o1 | i
Cc1c(C(=O)N2CCCCCC2)oc2ccc(S(=O)(=O)N3CCCCCC3)cc12 | i
CCc1ccc(NC(=O)C(NS(=O)(=O)c2ccc3c(c2)oc(=O)n3C)C(C)C)cc1 (stereo not given) | i
CCOC1(O)C(=O)c2ccccc2C(=O)C1(O)OCC (stereo not given) | i
O=S(=O)(c1ccccc1)N1CCN(S(=O)(=O)c2ccccc2)CC1 | i

Grouped by structure, the compounds so far with two or more sulfur atoms (4)
SMILES | ST2 inh
Cc1cc(-c2ccc(S(=O)(=O)Nc3ccc(S(N)(=O)=O)cc3)s2)n[nH]1 | i
O=C(CSc1nc2c(c(=O)n1-c1ccc(F)cc1)SCC2)N1CCCCC1 | i
CC1CC(C)CN(C(=O)CNS(=O)(=O)c2cccs2)C1 (stereo not given) | i
O=S(=O)(c1ccccc1)N1CCN(S(=O)(=O)c2ccccc2)CC1 | i

2 of these compounds in another layout:
structure	ST2 inh
CCc1ccc(NC(=O)C(NS(=O)(=O)c2ccc3c(c2)oc(=O)n3C)C(C)C)cc1 (stereo not given)	i
CCOC1(O)C(=O)c2ccccc2C(=O)C1(O)OCC (stereo not given)	i

Going on with the list:
SMILES | ST2 inh
CCOc1ccccc1/C=C1\SC(N2CCN(C(C)=O)CC2)=NC1=O | i
CC(=O)Nc1ccccc1NC(=O)CN1CCC(O)(c2ccc(C)cn2)CC1 | i
Cc1ccc(C(=O)NCCSc2c(C)[nH]c3ccccc23)cc1C | i
O=C(/C=C/c1ccccc1)Nc1cc2ccccc2oc1=O | i
CCCOC1CCCN(C(=O)c2cc(COc3ccccc3OC)on2)C1 (stereo not given) | i
O=C(Nc1ccc2nn(-c3ccc(Cl)cc3)nc2c1)c1cccc(F)c1 | i
CCOC(=O)C1(CCc2ccccc2)CCCN(C(=O)c2ccc(OC)o2)C1 (stereo not given) | i
CN1C(=O)CC(C(=O)Nc2ccc(C(=O)O)cc2)SC1=Nc1cccc(C(F)(F)F)c1 (stereo not given) | i
CN(C)c1nc2c(c(=O)[nH]c(=O)n2C)n1Cc1ccc(F)cc1 | i
COC(=O)c1c(NC(=O)Cc2ccccc2)sc2c1CCN(C(C)C)C2 | i
Cc1cc(C)cc(N(C(=O)c2c(F)cccc2Cl)C2C=CS(=O)(=O)C2)c1 (stereo not given) | i
CCSc1nccc(Nc2ccccc2)c1C#N | i
COc1ccc(Oc2c(C(F)(F)F)oc3cc(O)ccc3c2=O)cc1 | ?
CCOC(=O)c1c(NC(=O)COc2ccccc2Br)sc2c1CCCC2 | i
CC(=O)C1=C(C)NC(SCc2ccccc2)=C(C#N)C1c1ccccc1 (stereo not given) | ?
COCc1nnc(NC(=O)c2ccc(S(=O)(=O)N3CCCCCC3)cc2)o1 | i
CCOC(=O)CC1CCCCN1Cc1nc(Cc2ccccc2F)no1 (stereo not given) | i
COc1ccc2c(c1)CCC1C2=NN(C(C)=O)C1c1cccc([N+](=O)[O-])c1 (stereo not given) | ?
Cc1ccc(Br)cc1NCN1C(=O)c2ccc([N+](=O)[O-])cc2C1=O | ?
C=CCn1c(SCc2ccc(C(=O)NCCO)cc2)nc2sc(C)c(C)c2c1=O | i
O=C1N(CC2CCC2)CCCC1(O)CN1CCC2(CC1)OCCO2 (stereo not given) | i
Cc1cccc(N=Cc2c(Nc3cccc(C)c3)nc3ccccn3c2=O)c1 | 44%*
C=C(C)CN(C)c1nc(C)nc2sccc12 | i
Cc1ccc(SC(C)C(=O)N(C)Cc2ncc[nH]2)cc1 (stereo not given) | i
CN(C)S(=O)(=O)CCNC1CCN(c2ccc3c(c2)OCO3)CC1 | i

The results go on:
SMILES | ST2 inh
C=C1CC2C3(C)C=CC(=O)OC(C)(C)C3CC(OC(C)=O)C2(C)C2C(=O)OC(C)C(=O)C12C (stereo not given) | ?
Cc1ccc(CN2C(=O)c3ccccc3NC2c2ccc3c(c2)OCO3)cc1 (stereo not given) | i
Cc1ccc(Oc2ncnc(N)c2[N+](=O)[O-])cc1 | i
COc1cccc(NC(=O)CCC2CCN(S(=O)(=O)c3sccc3C)CC2)c1 | i
Cc1ccc(S(=O)(=O)N2CCOCC2)cc1C(=O)Nc1ccc(Cl)cn1 | i
Cc1cc(OCc2nc(-c3nonc3N)no2)cc(C)c1Cl | ?
COc1ccc(/C=C(\C#N)c2nc(-c3cccc([N+](=O)[O-])c3)cs2)cc1O | 35%*
CN(C)CCN1C(=O)C(O)=C(C(=O)c2ccco2)C1c1ccccc1F (stereo not given) | ?
C=CCN(Cc1ccc(C)s1)C(=O)[C@@H](N)Cc1cscn1 | ?
CC(=O)CSc1nc2c(c(=O)[nH]c(=O)n2C)n1CC(N)=O | i
COc1ccccc1C(=O)NC(Nc1ccc(Cl)cc1)C(Cl)(Cl)Cl (stereo not given) | i
CCC/C=C/C=C/C1C[C@@H](O)[C@@H](O)C(=O)[C@H]1CO (stereo not given in full) | i
Cc1cc(C)c(CN2C(=O)C(=O)c3ccccc32)cc1CN1C(=O)C(=O)c2ccccc21 | ?
COCc1cc(C)nc2sc(-c3nc4cc([N+](=O)[O-])c([N+](=O)[O-])cc4[nH]3)c(N)c12 | i
CCc1nc(NCCN2CCOCC2)c(C#N)c2c1CCCC2 | i
CCCC(=O)NCCc1c2n(c3ccc(OC)cc13)CCCc1ccccc1-2 | ?
O=C(c1cc(C2CC2)[nH]n1)N1CCC(C(O)c2cccs2)CC1 (stereo not given) | i
Cc1ccsc1CNc1ccccc1C(=O)N1CC=CC1C(C)C (stereo not given) | i
COc1ccc(Nc2cc(C)nc(-c3ccccc3)n2)cc1 | i
CN(C)c1ccc(-c2nnc([C@H]3CCN(C(=O)C4CCCCC4)C3)o2)cc1 | i
CCC(C)OC(=O)C1=C(C)NC2=C(C(=O)C(C(=O)OC)C(C)C2)C1c1c(F)cccc1Cl (stereo not given) | i
COc1ccccc1-n1cc(C(=O)NCC(=O)N2CCCC2)c2ccccc2c1=O | i
Cc1ccc(C(=O)Cn2nnc3ccccc32)cc1[N+](=O)[O-] | i
CC(C)Oc1ccc(CC2CC(=O)NC2=O)cc1 (stereo not given) | ?
COC(=O)c1c(NS(=O)(=O)c2ccc(C)cc2)sc(C)c1C | i
